MOR-DOR ag – OPRM1-OPRD1 heterodimerization agonism; activation, % at 9.3 µM; cells, luminescence; 0.3% of 340,000 active; AID 504326; P35372+P41143; in the data active means activation above about 18%;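 further: 0% = vehicle-treated cells and 100% = reference agonist; values of inactives mirror those of a sister screen read the other way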
OPRM1-OPRD1 inv – mu-delta opioid heterodimer inverse agonism; cell-based MOR-DOR heterodimer luminescence; AID 504357; 0.21% of 340,000 active; inhibition, % at 9.3 µM; P35372+P41143; in the data active means inhibition above about 22%, passing the limit was not always enough;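 further: 0% = cells with DMSO and 100% = wells without cells with DMSO; values of inactives mirror those of a sister screen read the other way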
Keap1-Nrf2 PPI – Keap1-Nrf2 (human) interaction inhibition; inhibition, % at 9.4 µM; Q14145; Keap1 Kelch-Nrf2 peptide fluorescence polarization, 1536-well; 0.15% of 340,000 active; AID 504523; in the data active means inhibition above about 12%;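 further: human Keap1 Kelch domain with fluorescein labeled Nrf2 9mer peptide probe; 0% = neutral control wells and 100% = peptide positive control; higher means more block of Keap1 binding to Nrf2 peptide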
Target sequence (Q14145 whole entry, looked up, the tested form may be a part): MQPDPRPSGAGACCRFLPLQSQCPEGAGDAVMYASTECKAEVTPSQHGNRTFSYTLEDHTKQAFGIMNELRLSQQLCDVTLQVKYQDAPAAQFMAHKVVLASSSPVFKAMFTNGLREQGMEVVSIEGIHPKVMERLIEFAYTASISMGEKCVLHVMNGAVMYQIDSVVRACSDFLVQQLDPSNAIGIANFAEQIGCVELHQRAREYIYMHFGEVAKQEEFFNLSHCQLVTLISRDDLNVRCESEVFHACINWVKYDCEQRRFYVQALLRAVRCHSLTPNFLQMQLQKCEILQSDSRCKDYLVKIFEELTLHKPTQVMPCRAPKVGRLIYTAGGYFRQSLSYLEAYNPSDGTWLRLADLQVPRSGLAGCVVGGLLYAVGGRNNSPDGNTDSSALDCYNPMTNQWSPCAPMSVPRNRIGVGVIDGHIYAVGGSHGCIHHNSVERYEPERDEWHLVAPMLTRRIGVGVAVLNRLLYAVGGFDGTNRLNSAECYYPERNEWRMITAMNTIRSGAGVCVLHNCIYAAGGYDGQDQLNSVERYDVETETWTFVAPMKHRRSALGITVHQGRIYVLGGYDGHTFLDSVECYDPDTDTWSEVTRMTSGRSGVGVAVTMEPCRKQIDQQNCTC
RTF Ca sens inh – cardiac RTF calcium desensitization. 0.12% of 340,000 active. P19429+P45379. AID 493244. IANBD-labeled cardiac RTF, Ca2+ fluorescence. inhibition, % at 7.15 µM;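 active means inhibition above the mean inhibition of all tested compounds plus 3 SD, cut at about 17% in these data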;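 further: assay run at fixed EC70 calcium of 1.6 mM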
CAL PDZ FP – blocks peptide binding to the human CAL PDZ domain; inhibition, % at 24.9 µM; Q9HD26; 0.92% of 300,000 active; purified CAL PDZ, TMR-peptide fluorescence polarization, 1 h;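 active means mean inhibition of at least 30% with at least half of replicates also reaching 30%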;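 further: 0% = DMSO neutral control and 100% = excess unlabeled competitor peptide PRC23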
HTR5A ag – activates human HTR5A in OPRM1-OPRD1 agonist counter-screen; P47898; HTR5A agonist assay, luminescence, cell-based; activation, % at 9.3 µM; 0.61% of 340,000 active; AID 504692; in the data active means activation mostly above about 9.5%, no sharp cut-off; inactive means mostly below about 7.6%;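 further: 0% = cells with vehicle only and 100% = reference agonist; strong numbers were not always called active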
Target sequence (P47898 whole entry, looked up): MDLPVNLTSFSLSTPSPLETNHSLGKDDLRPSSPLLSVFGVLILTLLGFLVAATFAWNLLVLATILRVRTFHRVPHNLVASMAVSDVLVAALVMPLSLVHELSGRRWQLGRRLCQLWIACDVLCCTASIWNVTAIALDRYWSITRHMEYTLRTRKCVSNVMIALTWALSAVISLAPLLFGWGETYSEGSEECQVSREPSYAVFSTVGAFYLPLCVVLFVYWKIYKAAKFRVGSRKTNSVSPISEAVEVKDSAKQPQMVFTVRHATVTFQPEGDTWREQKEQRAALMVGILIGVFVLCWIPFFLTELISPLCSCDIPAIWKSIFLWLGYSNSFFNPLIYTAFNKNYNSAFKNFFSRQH
cardiac RTF act – cardiac RTF calcium sensitization; P19429+P45379; IANBD-labeled TnC RTF fluorescence at EC20 calcium; 0% EC20 calcium, 100% full calcium; activation, % at 7.2 µM; 0.24% of 340,000 active;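 active means activation above the mean over all tested compounds plus 3 SD, cut at about 30% in these data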;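 further: rise in fluorescence read as greater calcium sensitivity of cardiac thin filaments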
V-ATPase pHluor – yeast V-ATPase proton transport regulation by pHLuorin. 0.37% of 350,000 active. response, % at 10 µM. S. cerevisiae, pHLuorin cytosolic pH fluorescence. AID 504577; in the data active means response mostly above about 7.3%, no sharp cut-off; inactive means mostly below about 5.4%; further: actives read high; inactives centre near 0; some compounds called inactive have numbers as strong as hits; reference of the scale not given here
LANA DNA inh – inhibitors of KSHV LANA C-terminal domain DNA binding | MBP-C-LANA/FAM-LBS DNA binding, fluorescence polarization | inhibition, % at 9 µM | 0.078% of 340,000 active;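 active means highest replicate inhibition at or above 60% at 9 µM, even if other replicates fall short; inactive means all replicates below 60% inhibition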;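 further: 0% = neutral control wells and 100% = 4 µM acridine orange control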
HTR5A inv ctr – inverse agonist of human HTR5A in OPRM1-OPRD1 counter-screen | P47898 | HTR5A cell line, luminescence, inverse agonism | inhibition, % at 9.3 µM | 0.083% of 340,000 active | AID 504634; in the data active means inhibition mostly above about 23%, no sharp cut-off; inactive means mostly below about 18%;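 further: 0% = cells with DMSO and 100% = no-cell wells with DMSO; some compounds called inactive have numbers as strong as hits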
* marks the source's active call; other numbers are inactive results; · = not tested or not shown.

SMILES	MOR-DOR ag	OPRM1-OPRD1 inv	Keap1-Nrf2 PPI	RTF Ca sens inh	CAL PDZ FP	HTR5A ag	cardiac RTF act	V-ATPase pHluor	LANA DNA inh	HTR5A inv ctr
COc1ccc(-c2sc3cc(OC)c(OC)cc3c2C#CC2(O)CCCCC2)cc1	2.5	-14	6	-5	0	6	1	1	1.4	-15
Cc1ccc(S(=O)(=O)N2CC(O)C2)cc1	-2.8	15	-2	-4	1	-1	-5	2	-1.3	2
CC(C)Sc1nc2c(c(=O)[nH]c(=O)n2C)n1Cc1ccc(Cl)cc1	1.4	-6	0	-3	·	1	-5	0	-0.3	9
COC(=O)c1[nH]c2ccc(F)cc2c1NC(=O)CCN1CCN(Cc2ccc3c(c2)OCO3)CC1	2.1	-11	-5	-10	0	-1	8	2	-0.3	3
CCOc1ccc(N=Nc2ccc(O)c3ncccc23)cc1	-1.1	6	2	-3	-4	2	-1	-2	0.8	-8
CCOC(=O)c1cccc(P(C)(C)=O)c1	-0.2	1	-4	-12	-1	-3	-2	-2	0.3	16
COc1cc(/C=C2\OC(=O)c3c(OC)cccc32)ccc1O	0.5	-2	-5	4	0	0	-5	3	-2.2	1
O=C(O)C1CC=C(Cl)CC1C(=O)NC1CCCCC1 (configuration not stated)	-0.7	4	-1	-5	-2	0	4	0	4.9	-1
CN(C)C(N)=NCCC[C@H](N)C(=O)O	-1.4	7	3	6	-2	-1	-1	1	0.6	2
CC(C)c1ccc(-c2nnc(N)s2)cc1	-1.2	6	-6	-4	-2	1	1	0	0.3	15
CC(C)(C)NC(=O)CCc1nnc(Cc2c[nH]c3ccccc23)o1	2.3	-17	-3	-9	7	8	-2	7	-1.5	23
O=C(Cc1ccccc1)NC(c1ccco1)c1c(O)ccc2ccccc12 (configuration not stated)	-0.1	1	3	-7	-3	-2	0	2	1.4	5
Cc1ccc(C(=O)CCS(=O)(=O)c2ccc(Cl)cc2)cc1	-2.8	9	-2	2	0	3	-5	0	-0.7	6
CCOC(=O)c1[nH]c2ccccc2c1NC(=O)CCN1CCN(C(=O)OCC)CC1	-1.3	7	2	-5	-3	-3	-3	-3	1.7	0
COc1ccccc1C(=O)Nc1ccc(-c2nnc(SCC(=O)O)n2C)cc1	-0.8	4	-5	-5	-3	5	-2	4	0.7	7
O=C(CNC(=O)c1ccccc1)NCCc1ccc(O)c(O)c1	1.4	-8	-10	-16	-1	1	-2	-2	0.0	-4
COC(=O)Nc1nnc(/C=C/c2ccc(OC)cc2)s1	-0.3	2	-3	6	-2	2	1	1	0.4	26
CCN(CC(=O)Nc1c(F)cccc1F)C(=O)CCNC(=O)c1ccc([N+](=O)[O-])cc1	0.4	-3	2	8	1	-4	-1	-2	-0.5	12
COc1cc(Cl)c(C)cc1NC(=O)CNC(C)c1ccccc1OC (configuration not stated)	-0.5	3	0	3	-2	10*	0	-2	-2.1	9
CCOc1ccccc1-n1c(SCC(N)=O)nnc1-c1ccccc1	0.3	-2	-2	-8	12	0	1	7	-1.2	9
COc1ccc(CCNC(=S)NC(=O)c2c(-c3ccccc3Cl)noc2C)cc1OC	·	·	-4	·	0	·	·	1	1.1	·
COc1ccc(C(=O)OCC(=O)Nc2cc(C)on2)c(OC)c1OC	-2.4	11	-5	7	-2	-2	0	3	-2.7	5
CCCNc1c(NS(=O)(=O)c2c(F)c(F)c(F)c(F)c2F)c(=O)oc2ccccc12	-2.0	10	-2	5	0	0	-3	-6	4.5	9
CCc1nnc(NS(=O)(=O)c2ccc(NCc3cc(Br)ccc3O)cc2)s1	-0.2	1	5	3	-1	-2	-1	-3	-1.5	4
C=CCOc1ccc(/C(O)=C2/C(=O)C(=O)N(CCCN3CCOCC3)C2c2ccc(OC)cc2)cc1 (configuration not stated)	-2.1	12	-2	4	40*	6	1	2	1.1	3
CCOc1ccc(CCNC(=O)CSc2nc3ncc(Cl)cc3[nH]2)cc1OCC	-1.7	10	4	-5	-3	-2	5	-3	0.9	7
CC(=O)C1=C(c2ccccc2)NC(=S)NC1c1ccc(O)c(O)c1 (configuration not stated)	-2.6	12	-2	-10	0	2	6	-2	1.1	-6
CCCn1c(SCC(=O)C(C)(C)C)nc2ccccc21	-0.5	3	1	3	0	3	-3	1	-1.3	-10
CCCCOC(=O)Nc1nc2ccc([N+](=O)[O-])cc2s1	·	·	-5	·	6	·	·	1	-1.0	·
O=C(CCSCCc1ccccn1)Nc1ccc(Br)cn1	-0.1	0	4	0	-1	3	-4	-1	-0.3	8
Cc1cccc(NC(=S)Nc2ccc3cn[nH]c3c2)c1	-4.0	20	2	6	-1	2	-6	4	-0.1	17
Cc1c(NC2=CC(=O)CC(C)(C)C2)c(=O)n(-c2ccccc2)n1C	1.2	-6	0	-1	31*	1	3	-2	2.8	-3
COc1ccccc1C(=O)NCc1nnc(SC(C)C(=O)Nc2nccs2)n1C (configuration not stated)	-1.9	10	-3	3	-2	5	-2	-1	-0.6	6
COc1ccc(NC2=NCCC2)cc1	-1.8	9	5	0	-2	-1	-2	1	-1.6	2
COc1ccc(C(=O)Nn2c(C)nc3ccccc3c2=O)cc1	-1.7	9	0	-7	0	-2	3	1	-1.4	8
Cc1ccc(NC(=O)CSCC(=O)NC2(C)CCS(=O)(=O)C2)cc1 (configuration not stated)	1.7	-7	-1	-7	-3	-6	3	-4	1.3	15
NC(=O)CC[C@@H]1NC(=O)[C@@H]2CCCN2C(=O)c2cc([N+](=O)[O-])cc(I)c2NCCCC[C@@H](C(=O)NC(CC(=O)O)C(N)=O)NC1=O (some centres not stated)	-2.8	16	-1	-3	·	-3	-1	-1	3.1	-10
Cc1cccc(C(C)C)c1NC(=O)COC(=O)COc1ccc2c(C)cc(=O)oc2c1	-0.4	3	3	-3	2	-2	6	0	-0.3	-1
COc1cc(/C=N/NC(=O)COc2c(C)cc([N+](=O)[O-])cc2C)ccc1OC(=O)c1ccccc1Br	0.3	-2	-3	4	-4	-4	-4	0	1.8	10
CCOC(=O)C1(Cc2cccc(OC)c2)CCCN(CCO)C1 (configuration not stated)	-3.5	16	-2	-3	-1	-5	-3	3	-1.1	18
CCOC(=O)N1CCN(CC(O)COC(CC)c2ccccc2)CC1 (configuration not stated)	-1.9	9	-3	-4	·	3	-5	0	-0.9	9
COc1ccc(C2/C=C\CN(C(=O)NC(C)C)CC(=O)N2Cc2ccc(F)cc2)cc1 (configuration not stated)	1.8	-10	-8	-22	-4	0	9	-5	0.9	1
NC1=NC(=O)/C(=C\c2cccs2)S1	-0.9	5	1	2	-3	-4	-12	4	2.5	-56
COCCN(CCOC)c1ncc(Cl)c(C(=O)c2c(C)cc3ccccn23)n1	-1.6	9	5	1	-1	2	2	2	0.3	-6
O=C(NC1CCN(Cc2ccccc2)CC1)c1ccccc1F	-0.8	5	-1	-2	3	0	1	-2	0.0	23
CCN(C(=O)CSc1nc2ccccc2[nH]1)C1CCS(=O)(=O)C1 (configuration not stated)	-0.7	3	-3	-11	2	1	-3	-1	0.7	18
Cc1ccc(NC(=O)CSc2nnc(C)n2C2CC2)cc1S(=O)(=O)N1CCOCC1	0.3	-1	-2	-4	1	-10	4	-1	-1.0	26
CCCN(CC(=O)Nc1ccccc1OC)C(=O)c1ccc(S(=O)(=O)Nc2ccccc2)cc1	0.4	-3	-4	-7	0	1	-2	4	-0.4	24
O=C(c1cc2ccccn2n1)N1CCN(c2cccc(C(F)(F)F)c2)CC1	-1.3	7	0	-1	-1	2	3	4	1.1	-11
COc1cc(/C=N/NC(=O)Nc2ccccc2)ccc1OC(C)=O	-1.8	9	-5	-19	1	-2	6	0	0.5	8

Continued:
SMILES	MOR-DOR ag	OPRM1-OPRD1 inv	Keap1-Nrf2 PPI	RTF Ca sens inh	CAL PDZ FP	HTR5A ag	cardiac RTF act	V-ATPase pHluor	LANA DNA inh	HTR5A inv ctr
Cc1cccc(C)c1NC(=O)CSc1nc(N2CCOCC2)nc(N2CCOCC2)n1	-3.0	16	-6	-5	0	2	-2	4	1.1	-13
CC(C)(C)C(=O)Cn1ncc(NC2CC2)c(Br)c1=O	-2.0	10	-1	-3	-2	3	-2	4	1.9	-7
CC(C)C(=O)Nc1cccc(-c2cn3ccsc3n2)c1	-2.6	15	-3	7	-2	7	1	-4	0.4	-18
Cc1cc(Cl)ccc1C(=O)C1CCCN(C(=O)c2n[nH]c3c2CCCC3)C1 (configuration not stated)	-1.8	10	-1	-5	-3	0	-2	-1	-0.6	1
Cc1nn(CC(=O)N2CCc3ccccc3C2)c(C)c1Cl	-2.1	11	-7	0	5	8	-3	4	0.0	3
CCOC(=O)C1(Cc2ccc(Cl)cc2)CCN(C2CCC2)CC1	-2.1	10	-3	-10	-2	3	-2	1	1.8	-11
Cc1ccc(OCc2ccc(C(=O)N3CCOCC3)cc2)cc1C	0.0	0	3	-3	10	5	-10	5	-0.5	2
CCSC1=C(C#N)C(c2ccc(C)s2)CC(=O)N1 (configuration not stated)	-2.9	13	-6	-7	-4	-1	4	1	2.9	5
Cc1ccc(S(=O)(=O)Nc2cc(Cl)ccc2-n2cncn2)cc1	-1.8	8	-1	-6	-6	1	-3	-1	-0.1	-4
COc1ccc(-n2cnc3sc(-c4ccccc4)cc3c2=O)cc1	-1.7	10	0	-5	-1	5	-1	-1	-1.3	0
NC(=S)NNc1cccc(Cl)c1	0.9	-5	-1	-7	7	-2	9	7	0.0	2
CC(C)CN1CCN(Cc2cnc(-c3ccc(Cl)cc3)nc2)CC1CCO (configuration not stated)	-2.0	10	-5	1	0	2	-3	0	0.2	2
CCn1cc(C(=O)O)c(=O)c2cc(S(=O)(=O)N(C)C)ccc21	0.1	-1	-5	-2	6	6	-3	1	0.1	5
CCOc1ccc2[nH]c3c(=O)n(CCc4ccc(OC)cc4)cnc3c2c1	-1.1	6	-7	-2	-1	-1	1	1	-1.1	4
O=C(/C=C/c1ccc2c(c1)OCO2)NCc1ccco1	-0.1	1	-5	-4	-2	-2	-3	3	-0.3	-26
Cc1ccc(C2C(C=Nc3c(C)n(C)n(-c4ccccc4)c3=O)=C(c3ccccc3)Oc3ccccc32)cc1 (configuration not stated)	-3.0	16	-3	2	0	-1	0	-5	1.0	-7
Cc1nc2ccc(NS(=O)(=O)c3c(F)cc(F)cc3Br)cc2s1	-3.7	15	-4	-8	-3	8	-4	-1	0.3	8
COc1ccccc1C(CNC(=O)CN1C(=O)NC(C)(c2ccc3ccccc3c2)C1=O)N1CCCC1 (configuration not stated)	-3.3	12	-4	-3	-2	7	1	-2	2.7	-1
Cc1nn(CCOc2ccccc2)c(=O)n1-c1cccc(F)c1	-1.8	10	-4	-4	0	0	2	3	-2.2	-1
CCOC(=O)CSc1nc2cc3c(cc2cc1C)OCO3	2.4	-12	-5	1	-4	3	6	2	0.1	-10
N#CCCn1cc(C(=O)Nc2ccc(C(=O)O)cc2)c(-c2cccs2)n1	-0.6	4	-3	3	0	-2	-4	-1	0.0	3
